NR1D1 modulator: Rev-erb alpha (human) modulation | P20393 | Rev-erbα–FITC-DNA binding, fluorescence polarization, 90 min | activity, % at 10 µM | 370,000 tested, 0.79% active;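 active = activity above about 14%, limit read from the data; passing the limit was not always enough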;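 also: 0% = DMSO wells with 35 nM protein and 100% = DMSO wells with 750 nM protein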
Target sequence (P20393 whole entry, looked up): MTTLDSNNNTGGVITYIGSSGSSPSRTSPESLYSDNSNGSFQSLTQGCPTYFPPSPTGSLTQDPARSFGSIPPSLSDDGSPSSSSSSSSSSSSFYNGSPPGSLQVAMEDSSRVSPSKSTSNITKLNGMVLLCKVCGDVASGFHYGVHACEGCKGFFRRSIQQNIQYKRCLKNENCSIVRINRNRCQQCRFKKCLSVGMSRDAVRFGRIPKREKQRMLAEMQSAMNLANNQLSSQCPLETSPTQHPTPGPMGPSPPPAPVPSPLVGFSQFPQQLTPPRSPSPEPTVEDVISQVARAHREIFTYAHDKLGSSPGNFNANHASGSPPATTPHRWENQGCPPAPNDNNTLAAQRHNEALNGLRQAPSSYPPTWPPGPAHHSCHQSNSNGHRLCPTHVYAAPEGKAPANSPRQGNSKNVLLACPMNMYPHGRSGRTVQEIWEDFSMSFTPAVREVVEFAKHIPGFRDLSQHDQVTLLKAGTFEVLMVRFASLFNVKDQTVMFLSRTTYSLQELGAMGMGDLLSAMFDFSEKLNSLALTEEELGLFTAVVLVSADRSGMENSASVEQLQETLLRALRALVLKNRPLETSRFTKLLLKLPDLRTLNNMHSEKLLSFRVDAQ
PRMT1 inh: blocks human protein arginine methyltransferase 1 | Q99873 | recombinant PRMT1, activity-based probe fluorescence polarization | inhibition, % at 2.79 µM | 370,000 tested, 1.3% active | AID 652257;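 active = inhibition above about 21% made by adding two undisclosed values, limit read from the data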
Target sequence (Q99873 whole entry, looked up): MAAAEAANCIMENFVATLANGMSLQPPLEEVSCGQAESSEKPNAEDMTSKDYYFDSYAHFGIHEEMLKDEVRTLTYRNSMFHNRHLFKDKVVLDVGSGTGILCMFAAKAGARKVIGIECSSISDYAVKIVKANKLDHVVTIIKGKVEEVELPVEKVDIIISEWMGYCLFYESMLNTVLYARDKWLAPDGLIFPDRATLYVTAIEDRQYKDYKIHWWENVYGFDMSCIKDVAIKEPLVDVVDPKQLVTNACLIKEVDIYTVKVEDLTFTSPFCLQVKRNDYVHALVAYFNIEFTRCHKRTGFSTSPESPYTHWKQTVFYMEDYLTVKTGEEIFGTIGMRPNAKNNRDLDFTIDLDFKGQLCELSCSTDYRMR
SIAE primary: inhibitors of human sialic acid acetylesterase SIAE; 370,000 tested, 0.69% active; Q9HAT2; AID 1053197; inhibition, % at 9.66 µM; SIAE FP-Rh probe binding, fluorescence polarization;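 active = inhibition above a cutoff: mean of compounds within the control limits plus 3 SD of those, cut at about 17% in these data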;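 also: 0% = plate median of compound wells and 100% = probe without SIAE protein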
TDP2 inh: blocks human TDP2 phosphodiesterase activity; recombinant TDP2, T5PNP hydrolysis, p-nitrophenol absorbance 415 nm; 370,000 tested, 0.34% active; inhibition, % at 12.8 µM;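 active = inhibition above the mean of all tested compounds plus 3 SD, set per campaign, cut at about 25% in these data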;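 also: 0% = DMSO with enzyme and 100% = buffer with substrate but no TDP2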
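Evaluation: % inhibition relative to enzyme-containing and enzyme-free wells. Material: recombinant human TDP2. Benchmarks: enzyme-free and DMSO wells. Timing: enzyme reaction with compound for 2 h at 37 °C. Compound dosing: 12.8 µM only. Measured by: p-Nitrophenol epi absorbance. Reagent: T5PNP substrate at 5 mM, a TopII-DNA adduct mimic. Replication: single well per compound.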
HTRA1 inh: blocks human HTRA1 serine peptidase; recombinant HTRA1, FP-rhodamine activity-based probe, fluorescence polarization; 340,000 tested, 0.5% active; AID 504803; inhibition, % at 5.96 µM; Q92743; in the data active = inhibition above about 36%;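 also: 0% = enzyme with DMSO and 100% = wells lacking enzyme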
rCAG binder: molecules binding r(CAG) RNA repeats. r(CAG) RNA repeat, TO-PRO-1 dye displacement fluorescence. inhibition, % at 3 µM. 370,000 tested, 1.3% active. AID 651821;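 active = inhibition above the plate cutoff, the mean of all test compounds on that plate plus 3 SD, cut at about 35% in these data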;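 also: 0% = DMSO alone and 100% = 100 µM mitoxantrone as full dye displacement; higher means more dye released from RNA so lower well fluorescence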
LEDGF integ inh: blocks HIV-1 LEDGF/p75-dependent DNA integration. TR-FRET IN-LEDGF/p75 DNA integration, Eu/Cy5. inhibition, % at 3.7 µM. 370,000 tested, 0.64% active;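 active = inhibition above the screen-wide mean plus 3 SD, cut at about 13% in these data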;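 also: signal is the Cy5 over europium emission ratio at 671 and 618 nm; 0% = plate median of compound wells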
PG9 Ab binder: binds the HIV-1 gp120 antibody PG9 | TR-FRET gp120-PG9 antibody binding | AID 624416 | 360,000 tested, 0.43% active | inhibition, % at 6.7 µM; in the data active = inhibition above about 8.5%
mABHD4 FP: ABHD4 (mouse) inhibition, primary FP screen; 370,000 tested, 0.54% active; inhibition, % at 8.92 µM; Q8VD66; purified mABHD4, FP-Rh probe fluorescence polarization;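 active = inhibition exceeding the mean over every tested compound plus 3 SD, cut at about 30% in these data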;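 also: 0% = plate median of compound wells and 100% = S159A mutant with DMSO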
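Assay system: mABHD4 protein; medium: HEPES pH 7.0, NaCl, Pluronic buffer; dosing: 8.92 µM, single dose; schedule: 45 min + 60 min at 25 °C; signal: FP readout, ex 525 nm / em 598 nm; read-out: normalized percent inhibition of probe labeling; repeats: single replicate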
TCR CD3 inh: inhibitors of human TCR-CD3 interaction | TAMRA-labeled TCR probe fluorescence, biochemical | inhibition, % at 9.4 µM | 360,000 tested, 0.37% active | AID 651800; in the data active = inhibition above about 19%;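 also: recombinant mutant TCR 2C K166C tagged with TAMRA read by polarization; 0% = receptor in buffer alone and 100% = receptor with positive control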
Active calls of the source: *.

For COc1ccc(C(=O)OCCN2CCN(C3=NS(=O)(=O)c4ccccc43)CC2)cc1OC the results were NR1D1 modulator 1, PRMT1 inh 1, SIAE primary -7, TDP2 inh -10, HTRA1 inh -4, rCAG binder 25, LEDGF integ inh -1, PG9 Ab binder 0.6, mABHD4 FP 9 and TCR CD3 inh 1.
CC(C)CCN1C(=O)c2ccccc2C1c1nnnn1Cc1ccccc1 (configuration not stated) was read as NR1D1 modulator -1, PRMT1 inh 4, SIAE primary 2, TDP2 inh -4, rCAG binder 1, LEDGF integ inh -2, PG9 Ab binder 3.2, mABHD4 FP -1 and TCR CD3 inh 1.
For Cc1cccc(CN2CCc3c(OCC(=O)NCc4ccco4)cccc3C2=O)c1 the results were NR1D1 modulator -2, PRMT1 inh -1, SIAE primary -3, TDP2 inh 2, HTRA1 inh -18, rCAG binder 6, LEDGF integ inh -2, PG9 Ab binder -1.7, mABHD4 FP -2 and TCR CD3 inh 0.
`CCOc1ccc(-c2cc(C(=O)NCCCN3CCOCC3)c3ccccc3n2)cc1` gave NR1D1 modulator 0, PRMT1 inh -2, SIAE primary 5, TDP2 inh -7, HTRA1 inh 1, rCAG binder -4, LEDGF integ inh 3, PG9 Ab binder -0.4, mABHD4 FP -3 and TCR CD3 inh 0.
O=C(COc1ccc(Br)cc1Cl)NC1CCCCC1 was read as NR1D1 modulator 6, PRMT1 inh -3, SIAE primary 4, TDP2 inh -4, HTRA1 inh -8, rCAG binder -1, LEDGF integ inh -1, PG9 Ab binder 0.2, mABHD4 FP 6 and TCR CD3 inh 9.
`COc1ccc(N(C(=O)C(C)C)S(=O)(=O)c2ccc(Cl)cc2)cc1` gave NR1D1 modulator -1, PRMT1 inh -1, SIAE primary 4, TDP2 inh 0, HTRA1 inh -2, rCAG binder 1, LEDGF integ inh -3, PG9 Ab binder -3.4, mABHD4 FP 0 and TCR CD3 inh 1.
`COc1cc(NC(=O)Cn2cnc3ccccc3c2=O)c(OC)cc1Cl` gave NR1D1 modulator 4, PRMT1 inh -4, SIAE primary 1, TDP2 inh -2, HTRA1 inh 1, rCAG binder 0, LEDGF integ inh -1, PG9 Ab binder 0.2, mABHD4 FP 5 and TCR CD3 inh 2.
Screening Cc1cc(Oc2ccc3ccccc3c2)nc(SCC(=O)c2ccccc2)n1 returned NR1D1 modulator -1, PRMT1 inh 0, SIAE primary 0, TDP2 inh 3, HTRA1 inh -36, rCAG binder 0, LEDGF integ inh 1, PG9 Ab binder -1.2, mABHD4 FP -7 and TCR CD3 inh 2.
For CCCCCCNC(=O)O[C@@]12CN(S(=O)(=O)c3ccc(C)cc3)C[C@]1(O)Cn1c(=O)n(CCCCCC)c(=O)n1C2 the results were NR1D1 modulator 6, PRMT1 inh 3, SIAE primary -13, TDP2 inh 3, HTRA1 inh -51, rCAG binder 1, LEDGF integ inh -1, PG9 Ab binder -2.0, mABHD4 FP -2 and TCR CD3 inh 3.
Screening CN(Cc1ccccc1Cl)C(=O)CN1C(=O)C2(OCCCO2)c2ccccc21 returned NR1D1 modulator -2, PRMT1 inh 1, SIAE primary 1, TDP2 inh 10, rCAG binder 3, LEDGF integ inh 0 and mABHD4 FP 7.
Screening COc1cc(SC)ccc1C(=O)OC1CCOC1=O (configuration not stated) returned NR1D1 modulator 2, PRMT1 inh -1, SIAE primary -1, TDP2 inh -5, HTRA1 inh -1, rCAG binder 4, LEDGF integ inh -2, PG9 Ab binder -2.8, mABHD4 FP 2 and TCR CD3 inh 1.
N#C/C(=C(/O)CN1CCN(c2ccccc2F)CC1)c1nc(-c2ccccc2)cs1 was read as NR1D1 modulator 0, PRMT1 inh -3, SIAE primary 5, TDP2 inh -3, HTRA1 inh -2, rCAG binder 58*, LEDGF integ inh 1, PG9 Ab binder -2.6, mABHD4 FP 7 and TCR CD3 inh 8.
Screening CCOC(=O)C1CCN(C(=O)CN(c2ccc(OC)c(OC)c2)S(=O)(=O)c2ccccc2)CC1 returned NR1D1 modulator 2, PRMT1 inh -4, SIAE primary -5, TDP2 inh -2, HTRA1 inh -5, rCAG binder -4, LEDGF integ inh 1, PG9 Ab binder 1.0, mABHD4 FP 5 and TCR CD3 inh 4.
`CC(C)(C)NC(=O)CCN(/N=C/c1ccccc1)C1=NS(=O)(=O)c2ccccc21` gave NR1D1 modulator 5, PRMT1 inh -1, SIAE primary -8, TDP2 inh 2, HTRA1 inh -3, rCAG binder -3, LEDGF integ inh 1, PG9 Ab binder -1.2, mABHD4 FP -2 and TCR CD3 inh 3.
COc1cc(CNC(=O)c2cnc(C)cn2)cc(OC)c1 was read as NR1D1 modulator -3, PRMT1 inh -4, SIAE primary -1, TDP2 inh -18, HTRA1 inh -3, rCAG binder -1, LEDGF integ inh 9, PG9 Ab binder -1.2, mABHD4 FP -6 and TCR CD3 inh -9.
CCCOC(=O)c1ccc(Oc2c(-c3ccc(OC)cc3O)n[nH]c2C)cc1 was read as NR1D1 modulator 2, PRMT1 inh -1, SIAE primary -6, TDP2 inh -11, HTRA1 inh -2, rCAG binder 9, LEDGF integ inh 0, PG9 Ab binder 0.0, mABHD4 FP -21 and TCR CD3 inh -10.
COc1ccccc1CN(C)c1ccc(S(=O)(=O)N2CCN(C)CC2)cn1 was read as NR1D1 modulator -1, PRMT1 inh -1, SIAE primary -3, TDP2 inh 6, HTRA1 inh 3, rCAG binder -1, LEDGF integ inh -3, PG9 Ab binder 1.8, mABHD4 FP 8 and TCR CD3 inh 0.
CCOC(=O)C1=C(C)NC(=S)NC1c1ccc(C)s1 (configuration not stated) was read as NR1D1 modulator -3, PRMT1 inh 2, SIAE primary 7, TDP2 inh -7, HTRA1 inh -4, rCAG binder -1, LEDGF integ inh 0, PG9 Ab binder 1.0, mABHD4 FP 6 and TCR CD3 inh 7.
`COc1ccc(NC(=O)c2cc(-c3ccco3)nc3ccccc23)cc1S(=O)(=O)N1CCOCC1` gave NR1D1 modulator -22, PRMT1 inh 10, SIAE primary -3, TDP2 inh -8, HTRA1 inh 2, rCAG binder 34, LEDGF integ inh 12, PG9 Ab binder -0.8, mABHD4 FP -5 and TCR CD3 inh 14.
For COc1cc(OC)c2c(c1C(CCN1CCOCC1)c1ccc(N(C)C)cc1)OC(=O)CC2c1ccc(N(C)C)cc1 (configuration not stated) the results were NR1D1 modulator -3, PRMT1 inh 1, SIAE primary 4, TDP2 inh -5, HTRA1 inh 7, rCAG binder 8, LEDGF integ inh 1, PG9 Ab binder -0.7, mABHD4 FP 2 and TCR CD3 inh -3.
CC1(C)CC(NC(=O)COc2ccc([N+](=O)[O-])cc2)CC(C)(C)N1 was read as NR1D1 modulator 1, PRMT1 inh 1, SIAE primary 2, TDP2 inh -6, rCAG binder 0, LEDGF integ inh -2, PG9 Ab binder -0.5, mABHD4 FP 0 and TCR CD3 inh 6.
O=[N+]([O-])c1ccc(SCc2ccncc2)nc1 was read as NR1D1 modulator 1, PRMT1 inh 1, SIAE primary -9, TDP2 inh -4, HTRA1 inh -9, rCAG binder 0, LEDGF integ inh -5, PG9 Ab binder -1.7, mABHD4 FP 3 and TCR CD3 inh -5.
For O=C(Nc1ccc(Cl)c(C(F)(F)F)c1)C1CCCN(S(=O)(=O)c2cnc[nH]2)C1 (configuration not stated) the results were NR1D1 modulator -1, PRMT1 inh 0, SIAE primary -2, TDP2 inh -17, HTRA1 inh -6, rCAG binder 2, LEDGF integ inh -2, PG9 Ab binder -0.2, mABHD4 FP -1 and TCR CD3 inh 0.
CC(=O)N1CCc2cc(S(=O)(=O)NC3CCN(C(=O)CCl)CC3)ccc21 was read as NR1D1 modulator 0, PRMT1 inh 2, SIAE primary -6, TDP2 inh -3, rCAG binder 2, LEDGF integ inh -1 and mABHD4 FP 7.
CCOc1ccccc1OCCCOc1ccc([N+](=O)[O-])cc1Cl was read as NR1D1 modulator -1, PRMT1 inh -1, SIAE primary -3, TDP2 inh -5, HTRA1 inh -20, rCAG binder -1, LEDGF integ inh 0, PG9 Ab binder -2.9, mABHD4 FP -8 and TCR CD3 inh 2.
Screening Cc1nn2cc(-c3ccc(-c4ccccc4)cc3)nc2s1 returned NR1D1 modulator 3, PRMT1 inh 1, SIAE primary -11, TDP2 inh 15, HTRA1 inh -7, rCAG binder 3, LEDGF integ inh -1, PG9 Ab binder 2.5, mABHD4 FP -3 and TCR CD3 inh 6.
`CN1C(=O)/C(=N\OC(=O)c2ccccc2Cl)c2ccccc21` gave NR1D1 modulator -2, PRMT1 inh 0, SIAE primary -1, TDP2 inh -12, HTRA1 inh -4, rCAG binder 0, LEDGF integ inh 0, PG9 Ab binder -3.2, mABHD4 FP -1 and TCR CD3 inh 0.
For COc1ccc(CNC(=S)NCc2ccc(OC(C)C)cc2)cc1 the results were NR1D1 modulator 0, PRMT1 inh 1, SIAE primary -1, TDP2 inh -2, HTRA1 inh -7, rCAG binder 1, LEDGF integ inh -2, PG9 Ab binder 0.7, mABHD4 FP -9 and TCR CD3 inh 11.
`Cc1ccc(NC(=O)/C=C/c2cccc([N+](=O)[O-])c2)nc1` gave NR1D1 modulator 6, PRMT1 inh 0, SIAE primary 1, TDP2 inh 0, HTRA1 inh -2, rCAG binder 1, LEDGF integ inh 2, PG9 Ab binder -0.8, mABHD4 FP 9 and TCR CD3 inh 6.
Cc1nc(-c2ccc(C(=O)Nc3cccc(F)c3)cc2)cs1 was read as NR1D1 modulator -1, PRMT1 inh 0, SIAE primary 0, TDP2 inh 1, HTRA1 inh -9, rCAG binder 0, LEDGF integ inh 3, PG9 Ab binder 0.9, mABHD4 FP -9 and TCR CD3 inh 4.
For CC(C)c1nnc(NC(=O)CCC(=O)Nc2ccc3cn[nH]c3c2)s1 the results were NR1D1 modulator -4, PRMT1 inh 5, SIAE primary 0, TDP2 inh 1, HTRA1 inh 0, rCAG binder -4, LEDGF integ inh 2, PG9 Ab binder 1.6, mABHD4 FP -3 and TCR CD3 inh -15.
`COc1ccc(S(=O)(=O)N(C)c2ccccc2)c2cccnc12` gave NR1D1 modulator -3, PRMT1 inh 0, SIAE primary 6, TDP2 inh 12, HTRA1 inh 3, rCAG binder -3, LEDGF integ inh 1, PG9 Ab binder 0.5, mABHD4 FP 2 and TCR CD3 inh -2.
Cc1ccc(CSc2nc3ccccc3cc2C=O)cc1 was read as NR1D1 modulator -3, PRMT1 inh 0, SIAE primary -9, TDP2 inh 4, HTRA1 inh -77, rCAG binder 7, LEDGF integ inh 2, PG9 Ab binder -2.9, mABHD4 FP -9 and TCR CD3 inh -4.

Taken from the listing (2 entries):
For COc1ccc(C(=O)OCCN2CCN(C3=NS(=O)(=O)c4ccccc43)CC2)cc1OC the results were NR1D1 modulator 1, PRMT1 inh 1, SIAE primary -7, TDP2 inh -10, HTRA1 inh -4, rCAG binder 25, LEDGF integ inh -1, PG9 Ab binder 0.6, mABHD4 FP 9 and TCR CD3 inh 1.
CC(C)CCN1C(=O)c2ccccc2C1c1nnnn1Cc1ccccc1 (configuration not stated) was read as NR1D1 modulator -1, PRMT1 inh 4, SIAE primary 2, TDP2 inh -4, rCAG binder 1, LEDGF integ inh -2, PG9 Ab binder 3.2, mABHD4 FP -1 and TCR CD3 inh 1.

High-throughput results as filed in PubChem.

This is a subset; count on the stated rates, not on these rows.
